Screening results from PubChem.
NOD1 NF-kB reporter = inhibition of NOD1-driven NF-kB reporter – cell-based, luminescence, uHTS, primary screen (AID 1578); NOD1-driven NF-kB luciferase reporter cells, luminescence; higher % means a stronger effect; hit rate 1% among 290,000; inhibition, % at 4 µM, or EC50 in µM where a hit was titrated; in the data active means inhibition mostly above about 36%, no sharp cut-off; inactive means mostly below about 34%;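 further: HEK-293T reporter cells stimulated with the NOD1 agonist gamma-tri-DAP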
GPR55 antagonists = inhibition of LPI-stimulated GPR55 beta-arrestin translocation – imaging, U2OS, beta-arrestin-GFP, LPI agonist, primary screen (AID 2013); inhibition, % at 10 µM; hits with a dose series show IC50 in µM; U2OS GPR55 beta-arrestin-GFP translocation imaging, LPI antagonism; higher % means a stronger effect; hit rate 0.13% among 290,000;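 active means spots per cell inhibited over 60%, with over 100 cells counted and total cytoplasm intensity under 500,000; inconclusive means wells with under 100 cells, flagged as likely toxic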;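 further: U2OS cells stably carrying GPR55 and arrestin-GFP stimulated by 5 µM LPI near EC80; imaged beta-arrestin-GFP aggregate spots per cell after agonist stimulation; plate controls were LPI-stimulated DMSO wells for no effect and DMSO wells without LPI for full effect; some results filed as inactive read as strong as hits; confirmed hits need IC50 under 10 µM and bright autofluorescent wells are also inconclusive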
HIV peptide binding = inhibitors of HIV fusion peptide binding, primary screen, biochemical, uHTS, fluorescence dequenching (AID 1986); cell-free peptide binding, fluorescence dequenching, 30 min; higher % means a stronger effect; one-dose inhibition, % at 20 µM; IC50 in µM for titrated hits; hit rate 0.3% among 290,000; in the data active means inhibition mostly above about 52%, no sharp cut-off; inactive means mostly below about 76%; further: some results filed as inactive read as strong as hits
KOR beta-arrestin-1 = KOR agonists, beta-arrestin recruitment, primary screen, cell-based, luminescence, uHTS (AID 1777); KOR beta-arrestin recruitment, luminescence; higher % means a stronger effect; activation, % at 10 µM, or EC50 in µM where a hit was titrated; hit rate 0.02% among 280,000; in the data active means activation above about 50%, passing the limit was not always enough; further: a part of the inactive calls stands beside numbers as strong as those of hits
Large T inhibition = SV40 large T antigen inhibitors, biochemical (AID 1903). hit rate 0.39% among 310,000. inhibition, % at 20 µM; hits with a dose series show IC50 in µM. SV40 large T antigen ATPase/helicase inhibition assay; higher % means a stronger effect; in the data active means a potency from the dose series; inconclusive means inhibition mostly from about 32% at the one dose, without a potency; inactive means the rest, 99 in 100 with inhibition below about 32%; further: strong numbers were not always called active
KOR beta-arrestin-2 = kappa opioid receptor blockers – cell-based, luminescence, uHTS (AID 1778) | KOR beta-arrestin recruitment, luminescence, antagonist mode; higher % means a stronger effect | hit rate 0.091% among 290,000 | inhibition, % at 10 µM; hits with a dose series show IC50 in µM; further: strong numbers were not always called active
GPR55 activation = GPR55 agonists via beta-arrestin recruitment, primary screen, imaging, U2OS cells, beta-arrestin-GFP redistribution (AID 1961) | hit rate 0.048% among 290,000 | one-dose activation, % at 10 µM; EC50 in µM for titrated hits | U2OS GPR55 beta-arrestin-GFP redistribution imaging; higher % means a stronger effect;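 active means activation above 40% with more than 50 cells counted in the well; inconclusive means wells holding fewer than 50 cells, flagged as toxic or sparse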;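 further: U2OS osteosarcoma cells stably expressing GPR55 and beta-arrestin-GFP; plate controls were DMSO negative control for no effect and LPI positive control for full effect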
MgcRacGAP inhibition = MgcRacGAP GTPase-activating activity inhibitors, confirmation, biochemical, ADP Hunter fluorescence. MgcRacGAP-stimulated Rac1 GTP hydrolysis, ADP Hunter fluorescence; higher % means a stronger effect; GST-tagged Rac1 F28L mutant substrate. inhibition, % at 30 µM, or IC50 in µM where a hit was titrated. hit rate 0.6% among 340,000. AID 624330;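 active means first-screen hits whose inhibition reached a set limit at any dose in the follow-up dose series; inconclusive means inhibition above the set first-screen limit but never retested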;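 further: fluorescence reports GDP produced by GAP-driven GTP hydrolysis; strong numbers were not always called active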
HEK293 NOD2/NF-kB = NOD2 signaling inhibitors, cell-based, luminescence, uHTS, HEK293 (AID 1566) | HEK293 NOD2/NF-kB luciferase reporter, luminescence; higher % means a stronger effect | one-dose inhibition, % at 4 µM; EC50 in µM for titrated hits | hit rate 0.63% among 290,000; further: many of its hits are not listed in these tables
* = called active by the depositor; ? = inconclusive; · = not tested or not shown; [ ] = remark or other dose. Unless noted, no stated cut-off is given here; in the data, active means inhibition above about 50%; inactive means the rest. This is a subset, so the mix of outcomes need not match the whole.

No.	Compound	NOD1 NF-kB reporter	GPR55 antagonists	HIV peptide binding	KOR beta-arrestin-1	Large T inhibition	KOR beta-arrestin-2	GPR55 activation	MgcRacGAP inhibition	HEK293 NOD2/NF-kB
1	COC(=O)c1cc(Br)c(=O)n(CCN2CCCCC2)c1	-8%	14%	-0.5%	-0.2%	4%	-5%	0.0%	12%	-4%
2	O=C(COC(=O)C1CCN(S(=O)(=O)c2cccs2)CC1)c1ccc2c(c1)OCCO2	-11%	-1%	-3.5%	-3.8%	9%	0%	-1.0%	-6%	2%
3	COc1ccc(C(C)(C)C)cc1NC(=O)C1CC=CCC1C(=O)O (configuration not stated)	-2%	-3%	-0.1%	4.5%	-2%	-1%	-0.1%	4%	19%
4	CCOC(=O)N1CCN(CCC(=O)Nc2cc([N+](=O)[O-])ccc2OC)CC1	-9%	9%	-2.2%	12%	0%	-9%	-0.3%	-4%	19%
5	O=C(O)CCC(=O)N1CCN(S(=O)(=O)c2ccc3ccccc3c2)CC1	21%	5%	1.7%	5.0%	2%	-1%	-0.1%	5%	-2%
6	CCOc1ccc(N2C(=O)c3cccnc3C2=O)cc1	6%	2%	-1.9%	-3.0%	25%	1%	0.2%	10%	10%
7	O=S(=O)(c1ccccc1)N1CCn2c(nc3ccccc32)C1	1%	-3%	2.2%	·	-6%	·	-0.1%	1%	14%
8	Cc1ccc(C2=NN(CC(=O)NCCN(CC(C)C)CC(C)C)C(=O)CC2)cc1	-6%	4%	-0.2%	-5.9%	16%	16%	0.4%	4%	3%
9	CC(C)NC(=O)C1(O)c2ccccc2NC(=O)N1c1ccc(Cl)c(Cl)c1 (configuration not stated)	-13%	5%	-1.5%	1.4%	6%	9%	0.0%	6%	-4%
10	COc1ccc(-c2nc3nc(N)nn3cc2C)cc1F	·	0%	0.0%	-1.6%	10%	-8%	-0.2%	2%	·
11	COCc1nnc(NC(=O)c2ccc(NC(=O)C(C)C)cc2)s1	-16%	20%	32%	2.0%	6%	18%	-0.1%	4%	-2%
12	CC(C)N(Cc1ccccc1)S(=O)(=O)c1cccs1	-16%	8%	0.9%	-0.7%	11%	10%	0.5%	9%	0%
13	CC(=O)c1ccc(NC(=S)N(C)C2CCN(C)CC2)cc1	-24%	15%	2.0%	5.4%	14%	10%	0.2%	6%	-1%
14	CCOC(=O)c1c(C)[nH]c(C)c1C(=O)CSc1nc2ccccc2c(=O)n1-c1ccc(Cl)cc1	55%	3%	-0.1%	-1.9%	1%	-15%	-0.2%	9%	-19%
15	Cc1ccccc1-c1nc(CS(=O)(=O)CC(=O)NCCN2CCOCC2)c(C)o1	-26%	-3%	-0.9%	-2.3%	6%	-1%	0.3%	8%	3%
16	COc1c2ccoc2c(OC[C@@H](O)C(C)(C)O)c2oc(=O)ccc12	-26%	4%	2.6%	4.4%	6%	-11%	0.2%	5%	20%
17	COCCN(Cc1cc2cc(C)ccc2[nH]c1=O)S(=O)(=O)c1ccc(Cl)cc1	-14%	-1%	3.1%	-4.2%	13%	-55%	0.2%	3%	37%
18	COC(=O)c1[nH]c2ccc(C)cc2c1NC(=O)C1=COCCO1	-13%	8%	1.7%	-4.9%	6%	23%	1.3%	15%	0%
19	COc1cccc(Nc2nnc(SCN3C(=O)c4ccccc4C3=O)s2)c1	-30%	-6%	-3.6%	-3.4%	8%	-4%	-0.3%	-1%	-12%
20	O=C(Cc1c[nH]c2ccccc12)NCc1ccncc1	-5%	3%	0.7%	2.9%	9%	10%	0.3%	-10%	12%
21	CC(COc1cccc2ccccc12)CN1CCN(C)CC1 (configuration not stated)	-18%	-2%	-0.8%	·	-5%	-8%	-0.2%	13%	0%
22	O=C(Nc1cccc(-c2cn3ccccc3n2)c1)c1ccccc1	-57%	13%	-0.9%	-3.6%	11%	-23%	-0.3%	7%	-16%
23	COc1cc(C2C(C#N)=C(N)Oc3c2ccc2ccccc32)ccc1OCC(=O)Nc1cccc(C)c1 (configuration not stated)	39%	6%	2.4%	2.1%	4%	-19%	0.8%	3%	31%
24	Cc1nnc(SCc2ccc(F)cc2)s1	-31%	-8%	-0.7%	3.3%	12%	-20%	0.2%	7%	-29%
25	COc1ccc(C(C(=O)NC2CCCCC2)N(C(=O)c2csnn2)C2CC2)cc1 (configuration not stated)	4%	-7%	0.3%	-1.2%	3%	18%	-0.1%	7%	11%
26	CCN(CC)S(=O)(=O)c1cccc(-c2nnc(SCCCC(=O)c3ccccc3)o2)c1	20%	5%	-0.7%	-2.8%	21%	1%	0.2%	11%	23%
27	CC(C)(C)c1ccc(S(=O)(=O)N(CCCN2CCOCC2)Cc2cccs2)cc1	12%	8%	-1.8%	4.0%	16%	10%	-0.1%	?	-9%
28	Fc1cccc(Cl)c1CSc1ccc2nnc(-c3ccccn3)n2n1	-16%	-3%	-1.7%	0.4%	3%	-5%[20 µM]	-0.1%	-6%	24%
29	COc1ccc(C2Nc3ccccc3C(=O)N2c2ccccc2)cc1COc1ccccn1 (configuration not stated)	-9%	9%	12%	-2.4%	-1%	6%	-0.1%	-3%	13%
30	O=C(c1cc(-c2cccs2)on1)N1CCc2ccccc2C1	-1%	6%	0.7%	-3.1%	2%	-10%	-0.5%	7%	13%
31	CCOc1ccc(C(=O)N2CCC3(CC2)NCCc2[nH]cnc23)cc1OCC	-13%	-1%	-0.1%	-2.4%	·	7%	0.1%	-2%	11%
32	Cc1c(Cc2ccccc2)c(=O)oc2cc(OCc3nn[nH]n3)ccc12	-14%	2%	0.9%	-1.2%	7%	-45%	-0.2%	10%	5%
33	CC(C)[C@H](NC(=O)OC(C)(C)C)C(=O)N/N=C/c1ccc2nccnc2c1	0%	12%	-0.6%	3.5%	20%	30%	0.0%	7%	16%
34	Nc1nonc1-n1nnc(C(=O)N/N=C/c2ccccn2)c1-c1ccccc1	-22%	0%	-0.9%	-2.9%	·	6%	0.0%	7%	5%
35	O=C(CCc1ccc(S(=O)(=O)N2CCOCC2)cc1)Nc1ccc(N2CCOCC2)cc1	-17%	1%	0.3%	5.6%	7%	-10%	-0.2%	9%	2%
36	COc1ccc(CCNC(=O)Nc2cc(F)c(F)cc2Cl)cc1OC	-22%	-13%	-0.4%	-3.7%	4%	4%	-0.2%	12%	28%
37	CCOC(=O)/C=C(\C)Nc1cc(C)nn1-c1ccccc1	-3%	5%	0.0%	13%	11%	37%	-0.3%	12%	-18%
38	COc1cc(/C=N/NC(=O)CNC(=O)c2ccncc2)ccc1O	-33%	10%	-0.1%	4.1%	?	-7%	-0.2%	?	2%
39	CC(C)c1cc(CNC(=O)c2ccc(OC3CCN(Cc4ccccn4)CC3)cc2)on1	-10%	-9%	0.6%	-1.0%	5%	-41%	-0.1%	-6%	20%
40	N=c1c2c(ncn1Cc1ccco1)Oc1cc(O)ccc1C2c1ccccc1 (configuration not stated)	2%	1.2µM*	4.8%	3.6%	26%	25%	0.6%	11%	14%
41	COc1ccc(OC)c(CNc2ccc(F)c(Cl)c2)c1	2%	10%	1.6%	-0.7%	9%	17%	0.2%	2%	15%
42	COc1cccc(NC(=S)NC(=O)/C=C/c2ccc(F)cc2)c1	-22%	-5%	1.3%	2.9%	7%	-62%[20 µM]	-0.3%	6%	11%
43	CC(=O)COc1ccc2c3c(c(=O)oc2c1C)CCCCC3	-17%	4%	0.6%	-2.0%	14%	5%	0.0%	-10%	-36%
44	Cc1ccc(OCC(=O)c2ccc(Cl)s2)c([N+](=O)[O-])n1	-20%	4%	32%	-4.2%	?	-1%	0.7%	28%	15%
45	CCCC(O)(CCC)C(=O)NN(C(=O)OC)c1ccccc1	-19%	8%	0.1%	-2.4%	-7%	42%	-0.1%	9%	2%
46	N/C(=N\OC(=O)CCC1CCCC1)c1ccncc1	-18%	-17%	-2.5%	-1.5%	-10%	-14%[20 µM]	0.2%	-10%	-8%
47	CC1=C(C(=O)OC(C)C)C(c2ccc(F)cc2)NC(=O)N1 (configuration not stated)	-9%	13%	1.1%	-2.3%	13%	27%	-0.1%	4%	-6%
48	CCCN1C=CC(=C/C=C(\C#N)C(=O)OCC)C=C1	-114%	11%	0.7%	1.5%	21%	-16%	-0.1%	·	-69%
49	COc1ccc(C)cc1NS(=O)(=O)c1cn(C)nc1C	-4%	4%	-1.0%	-2.7%	6%	-10%[20 µM]	0.2%	2%	-21%
50	CCn1c(SCC(=O)N2CCN(c3ccccc3)CC2)nnc1-c1c[nH]c2ccccc12	32%	5%	-0.4%	-0.8%	6%	14%	-0.3%	15%	6%
51	CN(C)S(=O)(=O)c1ccc(C(=O)Nc2nnc(SCC(=O)NCC3CCCO3)s2)cc1 (configuration not stated)	-5%	14%	1.9%	5.5%	14%	-20%	0.1%	0%	5%
52	CCOc1ccc(N(CC(=O)NCCc2ccc(Cl)cc2)S(=O)(=O)c2c(C)[nH]c(=O)[nH]c2=O)cc1	-26%	18%	7.2%	-2.8%	3%	-2%	0.4%	3%	14%
53	COc1ccc(Cc2nnc(NC(=O)c3cc(OC)c(OC)c(OC)c3)s2)cc1OC	-53%	0%	2.3%	-3.1%	12%	-11%	-0.1%	5%	-10%
54	CC(C)CNC(=O)CSc1nc(-c2cccs2)cc(C(F)(F)F)n1	-16%	-2%	2.5%	-4.2%	6%	26%	-0.3%	12%	6%
55	COc1cc([N+](=O)[O-])ccc1NC(=O)CSc1nccn1C	-22%	-3%	-0.7%	-1.2%	35%	-5%[20 µM]	-0.1%	8%	-9%
56	Cc1ccccc1NC(=O)c1cccc2nccnc12	16%	4%	-0.3%	0.1%	10%	20%	-0.3%	13%	5%
57	COC(=O)c1c(-c2ccc3ccccc3c2)csc1NC(=O)Cc1ccc(OC)c(OC)c1	20%	-7%	11%	-3.9%	5%	8%	0.3%	9%	26%
58	CCOC(=O)c1oc2ccc3c(c2c1C)C(=O)CC1(CCN(C(=O)OCC)CC1)O3	10%	11%	-1.1%	-1.2%	7%	20%	-0.1%	15%	-1%
59	Cc1cc(C)cc(NS(=O)(=O)c2c(C)[nH]c(=O)[nH]c2=O)c1	-9%	-4%	0.3%	0.0%	3%	3%	0.0%	4%	-1%
60	COc1ccc2[nH]c(C(=O)O)c(NS(=O)(=O)c3ccc(F)cc3)c2c1	-12%	9%	2.9%	-2.7%	10%	-36%	-0.1%	2%	8%
61	COc1ccccc1C(=O)N/C(=C\c1ccc(Br)cc1)C(=O)NCCO	-6%	8%	2.6%	-3.6%	6%	8%	-0.3%	4%	2%
62	Cc1nc(NC2CCCCC2)c2nnn(Cc3ccccc3Cl)c2n1	-6%	14%	0.5%	3.3%	3%	-52%[20 µM]	0.9%	-3%	12%
